mIDH1 inhibitor = blocks human mutant IDH1 R132H enzyme; 0.093% of 390,000 active; Potency, µM (top dose mostly 76.6 µM), inactives show at the highest dose activity change, negative = inhibition, usual class: inhibitors; AID 602179; IDH1-R132H enzyme, NADPH consumption, diaphorase/resazurin fluorescence; note: % is set by controls: 0 for no effect and ±100 for the full control effect; nearly all actives have a fitted effect of over 65% in size
Target sequence (O75874 whole entry R132H, stated change not applied): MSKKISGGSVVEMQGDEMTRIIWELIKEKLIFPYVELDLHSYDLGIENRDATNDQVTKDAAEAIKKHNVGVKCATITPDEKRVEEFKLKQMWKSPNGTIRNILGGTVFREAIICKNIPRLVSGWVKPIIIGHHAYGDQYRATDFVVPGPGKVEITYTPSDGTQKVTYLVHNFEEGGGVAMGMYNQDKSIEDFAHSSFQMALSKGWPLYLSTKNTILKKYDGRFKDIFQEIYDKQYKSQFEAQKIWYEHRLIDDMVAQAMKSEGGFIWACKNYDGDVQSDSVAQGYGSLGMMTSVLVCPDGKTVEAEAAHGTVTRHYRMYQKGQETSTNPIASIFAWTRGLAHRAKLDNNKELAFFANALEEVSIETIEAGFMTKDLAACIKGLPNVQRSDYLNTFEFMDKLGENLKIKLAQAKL
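IDH1-R132H (0.5 ug/mL) preincubated 30 min with compound, then NADPH (0.016 mM) and alpha-KG (2 mM) added; 80 min at RT, pH 7.5. Remaining NADPH coupled via diaphorase/resazurin to fluorescence (540/590 nm); concentration-response curves normalized to no-enzyme control.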
Vif-A3G inh = Vif-A3G binding inhibition; HeLa A3G-eYFP + Vif (tagged APOBEC3G with the HIV-1 protein that degrades it), YFP fluorescence, overnight; Potency, µM (series often up to 46.1 µM), inactives show top-dose activity, negative = active, usual class: inhibitors; 0.076% of 410,000 active;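 note: % is set by controls: 0 for no effect and ±100 for the full control effect; nearly all actives have a fitted effect of over 60% in size; hits raise eYFP signal because A3G escapes Vif-driven loss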
Target sequence (Q9HC16 whole entry, looked up): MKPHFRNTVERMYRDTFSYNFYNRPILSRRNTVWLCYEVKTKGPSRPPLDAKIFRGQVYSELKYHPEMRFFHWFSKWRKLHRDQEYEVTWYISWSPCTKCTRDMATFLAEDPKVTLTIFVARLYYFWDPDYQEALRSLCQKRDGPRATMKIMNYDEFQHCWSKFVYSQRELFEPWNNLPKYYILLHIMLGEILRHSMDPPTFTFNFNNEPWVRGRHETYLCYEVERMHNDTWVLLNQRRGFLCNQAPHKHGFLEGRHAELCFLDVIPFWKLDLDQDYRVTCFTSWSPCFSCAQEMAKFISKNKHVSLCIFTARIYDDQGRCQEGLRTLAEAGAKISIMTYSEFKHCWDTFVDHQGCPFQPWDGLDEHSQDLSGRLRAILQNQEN
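Read-out is eYFP fluorescence (Ex 488/Em 500-530) from Vif-expressing HeLa A3G-eYFP cells; more signal means A3G escaped Vif-mediated degradation. Cells plated overnight, compound pinned in, incubated overnight at 37 deg C.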
RGS4 inhibitor = human RGS4 inhibition. P49798. Transcreener GDP fluorescence polarization, RGS4-accelerated GTP hydrolysis. Potency, µM (doses to about 114 µM), inactives show top-dose activity change, negative = inhibition, actives largely listed as inhibitors. 0.039% of 390,000 active. AID 504845; note: % is set by controls: 0 for no effect and ±100 for the full control effect; nearly all actives have a fitted effect of over 75% in size; some results filed as inactive show a strong effect at the top dose
Target sequence (P49798 whole entry, looked up): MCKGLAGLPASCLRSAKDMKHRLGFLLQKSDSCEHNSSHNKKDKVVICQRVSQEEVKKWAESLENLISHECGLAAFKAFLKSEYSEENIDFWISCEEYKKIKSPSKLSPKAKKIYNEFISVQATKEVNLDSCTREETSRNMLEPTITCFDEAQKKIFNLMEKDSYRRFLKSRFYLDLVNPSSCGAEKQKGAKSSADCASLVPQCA
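MLSMR compounds (23 nl, pin-transferred) preincubated 10 min at room temperature with a 500nM (2x) first reagent, then RGS4 at 900nM (2x) plus Transcreener GDP mix added; fluorescence polarization (620/688 nm) read before and after 90 min at 30 °C.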
Vif-APOBEC3F blk = Vif-A3F binding inhibition | HeLa A3F-eYFP + Vif (tagged APOBEC3F with the HIV-1 protein that degrades it), YFP fluorescence increase | Potency, µM (top dose mostly 46.1 µM), inactives show at the top dose activity, negative = active | 0.2% of 390,000 active; note: % of control where 0% means no effect; nearly all actives have a fitted effect of over 65% in size
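HeLa cells stably expressing A3F-eYFP plus Vif, plated and incubated overnight at 37 deg C, then exposed to compounds overnight at 37 deg C. Blocked degradation read as raised yellow fluorescence (Ex 488/Em 500-530).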
TrxR1 substrate = rat thioredoxin reductase 1 substrate activity; Potency, µM (top dose mostly 114 µM), inactives show at the highest dose activity change, negative = substrate turnover; purified TrxR1 substrate turnover, NADPH consumption readout; AID 588456; O89049; 0.01% of 390,000 active; note: % is set by controls: 0 for no effect and ±100 for the full control effect; nearly all actives have a fitted effect of over 50% in size
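Rat TrxR1, dispensed at 90 nM, was prereduced with 400 uM NADPH (final) for 5 min at ~22 deg C, then incubated with compound 15 min before 400 uM selenite. A first-read NADPH fluorescence drop versus no-compound background flagged substrates.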
12-LOX inh = blocks human arachidonate 12S-lipoxygenase. P18054. purified 12hLO, xylenol orange hydroperoxide absorbance. Potency, µM (top dose mostly 108 µM), inactives show top-dose activity change, negative = inhibition, usual class: inhibitors. 1.1% of 580,000 active. AID 1671190; note: % is set by controls: 0 for no effect and ±100 for the full control effect
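Purified human 12hLO at 150 nM in 25 mM Hepes, 0.01% Triton X-100, pH 7.0, preincubated 15 min at room temperature with compound. Reaction started with 40 uM arachidonic acid, 30 min at room temperature. Hydroperoxide measured by Fe-xylenol orange, 573/405 nm absorbance ratio.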
RXFP1 ag = RXFP1 (human) receptor agonism | 0.3% of 370,000 active | Potency, µM (top dose mostly 57.5 µM), inactives show at the top dose activation, hits mostly activators | AID 2676 | HEK293T-RXFP1 cAMP TR-FRET, 30 min; response scale: percent of porcine relaxin response, buffer zero; note: % is set by controls: 0 for no effect and ±100 for the full control effect; nearly all actives have a fitted effect of over 60% in size; many of its hits are not listed in these tables
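HEK293T cells stably expressing RXFP1 were pretreated with the PDE4 inhibitor Ro 20174, exposed to compounds for 30 min at 37C, lysed, and cAMP was read by TR-FRET. Data normalized to buffer (basal) and 29 nM porcine relaxin (100%).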
USP1 inh = inhibitors of human USP1/UAF1 deubiquitinase; recombinant USP1/UAF1, Ub-Rhodamine cleavage fluorescence; O94782; Potency, µM (highest dose often 57.1 µM), inactives show top-dose activity change, negative = inhibition, most hits filed as inhibitors; 0.23% of 390,000 active; note: % is set by controls: 0 for no effect and ±100 for the full control effect; nearly all actives have a fitted effect of over 60% in size; inactives centre near -12
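Step one: compound is pinned into 1nM USP1/UAF1 in HEPES pH 7.8 buffer with TCEP. Step two: 15 min room-temperature incubation. Step three: Ub-Rho (150nM final) starts cleavage, tracked by fluorescence over six one-minute reads.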
TrxR1 inh = blocks rat thioredoxin reductase 1; O89049; recombinant rTrxR1, NADPH fluorescence consumption, selenite substrate; Potency, µM (top dose mostly 114 µM), without a hit: top-dose activity change, negative = inhibition, hits mostly inhibitors; 1% of 390,000 active; note: % is set by controls: 0 for no effect and ±100 for the full control effect; nearly all actives have a fitted effect of over 65% in size
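Rat TrxR1 (90 nM in the dispensed reagent) was pre-reduced with 400 uM NADPH for 5 min at room temperature, then incubated with compound for 15 min. After 400 uM selenite was added, NADPH fluorescence (Ex 340/Em 450 nm) was followed for 8 min.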
Numbers without * were called inactive; ? = inconclusive; nt = not tested or not shown; & = joins results of further samples; ! = not confirmed by another sample; [ ] = remark or other dose. Calls come from the whole dose curve; as a rule, active = well fitted curve in the direction sought with a large enough effect; inconclusive = small, poorly fitted or top-dose-only effect, or another doubt; inactive = no such curve, though single readings can be large; an effect the other way counts as inactive or inconclusive. Potency is the fitted concentration of half-maximal effect. Only part of the results is shown; the hit share may differ from the screen's.

SMILES	mIDH1 inhibitor	Vif-A3G inh	RGS4 inhibitor	Vif-APOBEC3F blk	TrxR1 substrate	12-LOX inh	RXFP1 ag	USP1 inh	TrxR1 inh
CC(=O)N1CCN(c2ccc(N=Cc3c(O)n(-c4ccc(Cl)cc4)c(=O)[nH]c3=O)cc2)CC1	1%	0%	-23%	-19%	8%[57.1 µM]	-24%	1.4%	-28%	1%[57.1 µM]
CSc1nc(N2CCN(C)CC2)c2ccccc2n1	14%	2%	-10%	3%	8%[57.1 µM]	4%	17%	1%	18%[57.1 µM]
CC(=O)Nc1cc([As](=O)(O)O)ccc1O	18%	0%	11%	4%	11%	-2%	0.7%&-1.0%	-21%	11%
CCCCCCOC(=O)c1ccccc1N	0%	0%	-17%	3%	19%	0%[57.4 µM]	0.1%	-13%	-17%
CSc1ccc(CN2CCN(C(=O)COc3ccc(C)cc3)CC2)cc1	0%	-2%	11%&7%	-2%	-9%&-4%	?	1.9%&-2.5%	-19%&-13%	-12%&-2%
O=C(CCC(=O)N1C[C@H]2C[C@@H](C1)c1cccc(=O)n1C2)NCc1cccc(C(F)(F)F)c1	17%	-5%	19%	-2%	6%	4%	-1.3%	12%	15%
CCn1c(=N)n(Cc2ccccc2F)c2ccccc21	8%	1%	3%	6%	-8%	-3%	1.1%	-3%	-12%
Cc1cc(Cl)ccc1OCC(=O)O	-14%	-2%	-3%	1%	4%	-4%	3.7%	-22%	21%
COc1cc(C(=O)O)cc(OC)c1OC	-3%	0%	7%	6%	-7%	22%	nt	-19%	1%
Cc1c(P(=S)(c2ccccc2)c2ccccc2)[n+]2ccccc2n1C	-4%	2%&4%	-1%	4%	-5%	?	2.3%	-13%	-3%

Reprinted from the part before: five compounds; new compounds follow.
SMILES	mIDH1 inhibitor	Vif-A3G inh	RGS4 inhibitor	Vif-APOBEC3F blk	TrxR1 substrate	12-LOX inh	RXFP1 ag	USP1 inh	TrxR1 inh
O=C(CCC(=O)N1C[C@H]2C[C@@H](C1)c1cccc(=O)n1C2)NCc1cccc(C(F)(F)F)c1	17%	-5%	19%	-2%	6%	4%	-1.3%	12%	15%
CCn1c(=N)n(Cc2ccccc2F)c2ccccc21	8%	1%	3%	6%	-8%	-3%	1.1%	-3%	-12%
Cc1cc(Cl)ccc1OCC(=O)O	-14%	-2%	-3%	1%	4%	-4%	3.7%	-22%	21%
COc1cc(C(=O)O)cc(OC)c1OC	-3%	0%	7%	6%	-7%	22%	nt	-19%	1%
Cc1c(P(=S)(c2ccccc2)c2ccccc2)[n+]2ccccc2n1C	-4%	2%&4%	-1%	4%	-5%	?	2.3%	-13%	-3%
C=C(C=O)CC1CC(O)[C@]2(C)OC3CC4OC5C[C@]6(C)O[C@]7(C)CCC8OC9C[C@]%10(C)OC%11C(C)=CC(=O)OC%11CC%10OC9C[C@@H](C)C8OC7CC6O[C@]5(C)CC5OC5C4OC3CC2O1 (stereo partly specified)	-8%	?	-4%	-70%	4%	nt	-4.5%	-22%	5%
Cc1ccc(N2C(=O)NC(=O)/C(=C\c3cn(CC(=O)O)c4ccccc34)C2=O)cc1	16%	-17%	-13%	-9%	-18%	3%	-1.1%	-16%	?
COCCCN=Cc1c(O)[nH]c(=S)[nH]c1=O	12%	1%	1%	2%	-17%[57.1 µM]	-1%[57.4 µM]	1.8%	-13%	-14%[57.1 µM]
COCCCN1Cc2ccccc2C1=N	-2%	0%	-15%	-3%	11%	-2%	-3.1%	14%	30%
O=C1Nc2ccccc2C1Cc1nc2ccccc2c(=O)n1-c1ccccc1 (stereo unspecified)	-23%	-7%	4%[11.4 µM]	3%	-13%	-6%&-2%	3.2%	-21%	-13%
COC[C@H]1OC(=O)c2coc3c2[C@@]1(C)C1=C(C3=O)C2CCC(=O)[C@@]2(C)C[C@H]1OC(C)=O (stereo partly specified)	nt	nt	?	nt	15%[57.1 µM]	?	nt	nt	15µM*!
CC(=O)Nc1ccc([As](=O)(O)c2ccc([N+](=O)[O-])cc2)cc1	-1%	0%	5%	1%	0%	2%	4.7%	-14%	5%
CC1=C(N2CC2)C(=O)C(CO)=C(N2CC2)C1=O	16%	-9%	-46%	4%	-2%[57.1 µM]	-21%	nt	-25%	24%[11.4 µM]
O=[N+]([O-])c1ccc2c(c1)Cc1cc(O)ccc1-2	-1%	-3%	2%	-2%	-5%	?	nt	-20%	3%
Cc1ccccc1OCC(=O)N1CCN(CCc2ccccn2)CC1	41%[activator]	3%	6%	-1%	0%	-24%	0.1%	-16%	8%

Some entries already given with just TrxR1 inh, RGS4 inhibitor and 12-LOX inh:
mol	TrxR1 inh	RGS4 inhibitor	12-LOX inh
COCCCN=Cc1c(O)[nH]c(=S)[nH]c1=O	-14%[57.1 µM]	1%	-1%[57.4 µM]
COCCCN1Cc2ccccc2C1=N	30%	-15%	-2%

Continued.
SMILES	mIDH1 inhibitor	Vif-A3G inh	RGS4 inhibitor	Vif-APOBEC3F blk	TrxR1 substrate	12-LOX inh	RXFP1 ag	USP1 inh	TrxR1 inh
CCOc1ccc(NC(=O)c2ccc(F)c(S(=O)(=O)NCc3ccc4c(c3)OCO4)c2)cc1	-4%	7%	7%	8%	-3%[57.1 µM]	?	2.0%	?	15%[57.1 µM]
CCCCCCC(=O)N/N=C/c1c(O)n(C(C)CC)c(=S)[nH]c1=O (stereo unspecified)	-15%	-8%	7%	-10%	-3%	?	0.2%	-15%	5%
CCOC(=O)c1cccc(C2=C(CNC(=O)c3ccc([N+](=O)[O-])cc3)[C@H]3CC[C@@H](C2)N3Cc2ccccc2)c1	-10%	0%	nt	3%	nt	?	nt	2%	nt
O=C(COc1ccc(Br)cc1)Nc1ccc(Cl)cc1C(=O)c1ccccc1	-8%	3%	-1%	2%	2%	-11%	-0.3%	-15%	10%
Cc1cccc(-c2nc(CN3C(=O)CN=C(c4ccccc4)c4ccccc43)c(C)o2)c1	-7%	-4%	-1%	0%	-9%	?	-1.5%	-15%	-3%
O=S(=O)(NC1CCCC1)OCC(Cl)(Cl)Cl	2%	4%	-2%	5%	-7%	-8%	-3.5%	-9%	2%
FC(F)(F)c1cccc(-n2nnnc2C2(N3CCOCC3)CCCCC2)c1	2%	-1%	-43%	-8%	-7%	-7%&3%	5.2%	-7%	-1%[57.1 µM]
Cc1ccc(CN2CCN(C)CC2)c(C)c1	2%	-1%	-2%	-1%	-2%	-13%	0.0%	-17%	4%
CN(C)c1ccc(/C=C/c2cc[n+](C)c3ccccc23)cc1	12%&3%	7%&8%&6%&8%	?	15%&-8%	5%[11.4 µM]	?	-8.4%	-26%&-26%	?
CCN(CC)C(=O)c1ccc(NC(=O)c2ccc(-n3cncn3)c([N+](=O)[O-])c2)cc1	7%	-2%	36%	-25%	2%	-7%	-0.5%	-7%	15%
CN1CCN(c2ccc3c(c2)S(=O)(=O)c2ccccc2C3=O)CC1	26%	-5%	14%	-4%	5%[57.1 µM]	-2%	nt	-13%	11%[57.1 µM]
COc1ccc(C(=O)N2CCOCC2)cc1S(=O)(=O)N1CCC(C)CC1	6%	-2%	18%[11.4 µM]	-3%	-6%	-4%	1.8%	-17%	16%[57.1 µM]
Cc1cccnc1-n1c(C)nc2ccccc2c1=O	2%	2%	21%	1%	12%	4%	0.0%	-7%	23%
Cc1c(C)n(O)c2ccc3nonc3c12	16%	-3%	-29%	-10%	7%	?	2.8%	-13%	?
COC(=O)C1=C(c2ccc(OC(F)(F)F)cc2)C[C@@H]2CC[C@H]1N2C(=O)NCCc1ccccc1	9%	-3%	-22%	5%	1%	3%	2.3%	?	23%
OC1/C(=C/c2ccc(F)cc2)N2CCC1CC2 (stereo unspecified)	-3%	3%	-15%	-4%	-3%	-3%	6.4%	4%	1%
CN1C(C(=O)N2CCC3(CC2)OCCO3)=CC(c2ccc(F)cc2)=NS1(=O)=O	-7%	-1%	-25%[56.9 µM]	1%	-13%	-8%	-0.3%	-15%	-8%
CCn1ncc(-c2ccnc3cc(C(=O)O)nn23)c1C	0%	-10%	25%	0%	185%[activator]	?	3.5%	?	19%
COC(=O)C1=C(c2ccccc2)C[C@@H]2CC[C@H]1N2C	-6%	3%	10%	1%	10%[57.1 µM]	-10%	-0.3%	-26%	22%[57.1 µM]
CCOc1ccc(-c2cc(C)n3nc(C(=O)Nc4ccc(C)c(C)c4)cc3n2)cc1	-14%	-8%	?	-3%	70%[activator]	-14%	28%	19%	47%[activator]
O=C(C[N+]12CCC(CC1)C(C(O)(c1ccccc1)c1ccccc1)C2)c1ccc(Br)cc1 (stereo unspecified)	1%	5%	15%	-20%	-7%	?	1.5%	-16%	3%
OCc1cnc[nH]1	-1%	1%	-8%[56.9 µM]	1%	1%[57.1 µM]	-20%	1.5%	-7%	-3%[57.1 µM]
CCCCC12CNCC(C)(CNC1)C2=O	0%	1%	24%	5%	1%	27%	1.8%	-15%	23%
CCOc1ccc(-n2c(O)c(C=Nc3ccc(N(CC)CC)cc3)c(=O)[nH]c2=O)cc1	7%	-5%	-29%	?	-15%	8%	-0.3%	-27%	-9%
O=C1NC(=O)C(=Cc2ccc(Oc3ccc([N+](=O)[O-])cc3)cc2)C(=O)N1	0%	3%	?	-7%	-15%	nt	2.2%	-20%	?
